Screening results (PubChem)
HIV Rev-RRE inh: disrupts HIV-1 Rev binding to RRE RNA; 97,000 compounds, 0.79% hits; inhibition, % at 8 µM; Rev peptide-RRE RNA binding, FRET; P05866;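 active = inhibition above the screen-wide mean plus 3 SD, cut at about 35% in these data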;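 note: 0% = median DMSO wells and 100% = median Neomycin B control wells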
Target sequence (P05866 whole entry, looked up): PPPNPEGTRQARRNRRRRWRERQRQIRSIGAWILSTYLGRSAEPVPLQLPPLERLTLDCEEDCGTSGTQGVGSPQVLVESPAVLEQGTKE
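Assay system: labelled RRE RNA duplex and labelled Rev peptide / Medium: HEPES pH 7.5 salt buffer with EDTA / Reagent: labelled Rev peptide / Schedule: 5 + 15 min at 25 °C / Signal: FRET, excitation 480 nm, emission 540 nm donor and 671 nm acceptor / Benchmarks: DMSO and neomycin B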
LYP act: activators of human LYP (PTPN22) phosphatase | AID 697 | 96,000 compounds, 0.11% hits | Q9Y2R2 | recombinant LYP, DiFMUP fluorescence; 0 = plate median, 100 = signal doubled | activation, % at 2 µM;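 active = activation at 2 µM above a set limit, the mean plus 5 SD, cut at about 37% in these data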
Target sequence (Q9Y2R2 whole entry, looked up): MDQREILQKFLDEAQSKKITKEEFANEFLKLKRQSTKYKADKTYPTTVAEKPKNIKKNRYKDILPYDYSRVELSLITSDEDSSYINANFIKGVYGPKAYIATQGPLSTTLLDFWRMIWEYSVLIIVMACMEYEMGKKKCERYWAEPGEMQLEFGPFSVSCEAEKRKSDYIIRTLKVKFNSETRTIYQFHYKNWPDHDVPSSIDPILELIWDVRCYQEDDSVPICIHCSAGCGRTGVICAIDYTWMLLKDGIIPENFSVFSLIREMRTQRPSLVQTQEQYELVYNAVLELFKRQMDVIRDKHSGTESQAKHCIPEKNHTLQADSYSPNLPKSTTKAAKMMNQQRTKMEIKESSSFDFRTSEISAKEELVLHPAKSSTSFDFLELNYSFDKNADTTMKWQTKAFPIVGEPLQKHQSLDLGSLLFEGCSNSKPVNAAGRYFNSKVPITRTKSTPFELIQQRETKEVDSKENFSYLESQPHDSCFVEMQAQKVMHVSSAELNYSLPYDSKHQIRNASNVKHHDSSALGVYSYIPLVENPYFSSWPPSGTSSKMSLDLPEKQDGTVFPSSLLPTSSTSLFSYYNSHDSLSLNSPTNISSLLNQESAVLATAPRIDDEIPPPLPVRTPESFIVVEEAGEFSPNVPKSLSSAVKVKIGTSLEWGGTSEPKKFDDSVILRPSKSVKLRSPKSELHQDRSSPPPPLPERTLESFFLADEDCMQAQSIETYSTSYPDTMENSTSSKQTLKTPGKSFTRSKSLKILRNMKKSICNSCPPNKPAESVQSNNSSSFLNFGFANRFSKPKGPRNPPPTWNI
FAK blocker: blocks human focal adhesion kinase activity | Q05397 | biochemical FAK kinase activity assay | inhibition, %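 (tested at 7 µM)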 | 97,000 compounds, 0.84% hits; in the data active = inhibition above about 19%;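 note: 0% = DMSO and 100% = reference compound high control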
cytoskel mod: modifiers of cytoskeleton assembly | 91,000 compounds, 0.18% hits | HUVEC TNFa F-actin phalloidin imaging, high content | inhibition, % at 2 µM;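 active = inhibition above the batch mean plus 3 SD and confirmed as a hit by visual image inspection, cut at about 30% in these data, passing the limit was not always enough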; note: strong numbers were not always called active
PTK2B oligo ant: antagonists of human Pyk2 oligomerization; Q14289; z-score (the deposit names both 25 µM and 10 µM); 99,000 compounds, 0.83% hits; AID 1347419; Q293 cells, Pyk2 FERM NanoBiT luminescence; hits give low values;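 active = Z-score of -3 or lower, scaled per plate to the spread of control and sample wells; inactive = z-score above -3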;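 note: negative z-score means lost luminescence so less FERM oligomerization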
Plk1 PBD FP: Plk1 (human) PBD binding inhibition. 97,000 compounds, 0.13% hits. Plk1 PBD phosphopeptide binding, fluorescence polarization. AID 693. P53350. inhibition, %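 (tested at about 20 µM)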; in the data active = inhibition above about 34%, passing the limit was not always enough
EphB4 antag: EphB4-ephrin-B2 interaction antagonism; EphB4 LBD / TNYL-RAW-Alexa532 peptide, fluorescence polarization; inhibition, % at 7 µM; 97,000 compounds, 0.15% hits; AID 720;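 active = inhibition above the screen-wide mean inhibition plus 3 SD, cut at about 15% in these data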;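 note: 0% = DMSO wells and 100% = excess unlabeled TNYL-RAW peptide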
PLK1 inh: PLK1 (human) kinase inhibition; recombinant PLK1 kinase, TR-FRET peptide phosphorylation; inhibition, % at 10 µM; 97,000 compounds, 0.53% hits;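 active = inhibition of 50% or more in the single-concentration screen; inactive = inhibition below 50%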;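 note: 0% = DMSO max control and 100% = H-89 dihydrochloride min control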
PTPN22 inh 2: inhibitors of human LYP (PTPN22) phosphatase. inhibition, % at 2 µM. recombinant LYP catalytic domain, DiFMUP fluorescence. Q9Y2R2. 96,000 compounds, 0.21% hits. AID 640;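 active = inhibition at 2 µM at or above a set limit, the screen mean plus 3 SD, cut at about 24% in these data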;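 note: 0% = DMSO with enzyme and 100% = enzyme fully blocked by orthovanadate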
* marks the source's active call; other numbers are inactive results; . = no result given.

SMILES | HIV Rev-RRE inh | LYP act | FAK blocker | cytoskel mod | PTK2B oligo ant | Plk1 PBD FP | EphB4 antag | PLK1 inh | PTPN22 inh 2
O=C(CSc1nc2ncccc2[nH]1)NCc1ccccc1 | 1 | 2 | -2 | 0 | -0.48 | 19 | -6 | -13 | -3
Cc1ccccc1-c1nc(CN2CCC(C(=O)NCc3ccco3)CC2)c(C)o1 | 5 | -9 | 6 | 0 | 0.69 | -14 | 6 | -8 | 8
O=C(c1cnn(-c2ccccc2)c1)c1ccc2ccccc2c1O | -1 | 5 | -5 | 1 | 0.26 | -16 | 5 | -8 | -1
CCOc1ccccc1/C=N/NC(=O)c1ccc(Cn2cc([N+](=O)[O-])cn2)o1 | 5 | -2 | -2 | -4 | -0.44 | -1 | 3 | -3 | 4
O=C(NCC1CCCO1)c1cc(-c2ccc(Cl)cc2Cl)on1 (stereo not given) | 3 | 6 | 2 | -2 | 0.02 | -1 | -3 | -10 | -4
C=CCc1ccc(OCCOc2cccc(/C=N/n3cnnc3)c2)c(OC)c1 | 0 | -12 | 5 | -3 | -1.1 | 17 | -1 | -9 | 10
CC(=O)N1N=C(c2ccncc2)OC12CCCCCC2 | -2 | 9 | 2 | 11 | -1.2 | 5 | 1 | -9 | -11
CC1CCCCN1c1nnc(NC(=O)Cn2c(=O)oc3ccccc32)s1 (stereo not given) | 3 | 6 | -2 | 5 | . | 8 | -6 | -20 | -9
CCOC(=O)CSc1ncc(-c2ccccc2)cn1 | 5 | 9 | -1 | -15 | 0.68 | 0 | 6 | -5 | -4
CCOc1ccccc1C1CC(c2ccccc2)Nc2nc(N)nn21 (stereo not given) | 4 | . | -1 | . | . | -14 | 3 | 64* | .
Cc1cccc(N2CCN(CC(=O)Nc3ccc(-n4cnnn4)cc3)CC2)c1C | 3 | -14 | 5 | 26 | 2.3 | -8 | -4 | 0 | 16
CC(=O)c1ccc(OCC(=O)NC2CCS(=O)(=O)C2)cc1 (stereo not given) | 8 | 0 | 2 | 30 | -0.14 | 5 | 9 | -7 | -3
O=C(c1ccc(Cn2cc(Cl)cn2)o1)N1CCN(Cc2ccc3c(c2)OCO3)CC1 | 6 | -4 | -4 | 10 | 0.61 | 11 | -9 | -13 | 1
Cc1ccc(S(=O)(=O)N2CCOCC2)cc1C(=O)Nc1nc(-c2cccnc2)cs1 | 0 | -4 | 2 | 0 | -0.78 | 9 | -5 | -2 | 6
CC1Cc2cc(-c3csc(NC(=O)Cc4cccs4)n3)ccc2N1S(C)(=O)=O (stereo not given) | 3 | -2 | 0 | 2 | -3.1* | -4 | 6 | -18 | 1
O=C(Cn1ncc2c(=O)oc3ccccc3c21)NCC1COc2ccccc2O1 (stereo not given) | 4 | -3 | 5 | -3 | . | 0 | -1 | -2 | 2
COc1ccc(CNC(=O)C2CCN(c3nccs3)CC2)cc1 | 1 | 9 | -1 | -4 | 0.61 | -3 | 0 | -5 | -12
O=C(c1ccco1)N1CCN(c2ccc(Cl)cc2)CC1 | 0 | 4 | -2 | 3 | 0.78 | -3 | 3 | -21 | -7
COc1ccc(N(CC(=O)NCc2cccs2)S(=O)(=O)c2c(C)n[nH]c2C)cc1 | -1 | 21 | 0 | 0 | -0.87 | -16 | -9 | -11 | -24
CCN(CC)C(=O)Oc1ccc2c(=O)c(-c3ccc(OC)cc3)c(C)oc2c1 | 3 | -6 | 3 | -8 | -1.4 | 6 | 1 | -6 | 3
CC(C)n1c2ccccc2c2nnc(SCC(=O)OCN3C(=O)c4ccccc4C3=O)nc21 | 13 | -7 | 4 | 22 | 1.6 | 1 | 1 | 7 | 6
CCc1ccc(OCC(O)CN2CCN(c3ccccc3)CC2)cc1 (stereo not given) | 8 | -6 | -1 | . | 0.35 | -1 | -9 | -20 | 5
O=C(CN(c1ccc(F)cc1)S(=O)(=O)c1ccc2c(c1)OCCO2)NCC1CCCO1 (stereo not given) | 1 | 15 | 1 | 10 | -1.4 | -2 | 2 | -10 | -15
O=C(Cn1c2ccccc2c(=O)c2ccccc21)N/N=C/c1cc([N+](=O)[O-])ccc1N1CCCCCC1 | -20 | -25 | 69* | 14 | -0.78 | 17 | -1 | -3 | 28*
CCCc1nc2sc3ccccc3c(=O)c2c(=O)n1CCOC | -1 | -7 | 1 | -7 | . | -6 | 3 | -12 | 10
SMILES | HIV Rev-RRE inh | LYP act | FAK blocker | cytoskel mod | PTK2B oligo ant | Plk1 PBD FP | EphB4 antag | PLK1 inh | PTPN22 inh 2
O=C(O)C1C2C=CC(O2)C1C(=O)Nc1ccc(S(=O)(=O)N2CCc3ccccc32)cc1 (stereo not given) | 4 | 8 | -1 | 2 | 0.23 | -12 | 3 | -5 | -11
CCOC(=O)c1c(NC(=O)c2nn(CC)cc2Br)c(C#N)cn1-c1ccccc1 | 8 | -6 | 0 | 7 | -2.3 | 19 | -7 | -14 | 5
O=C(c1cc(-c2ccco2)on1)N1CCN(C(c2ccccc2)c2ccccc2)CC1 | 2 | -3 | -5 | 3 | 0.28 | 16 | -10 | 0 | 0
Cc1ccc(/C=N/N2CCN(c3ccc(Cl)cc3)CC2)o1 | 1 | 1 | -7 | -8 | 2.4 | 14 | -3 | -4 | 3
CCOC(=O)Cc1c(C)nc2cc(-c3ccc(Cl)cc3)[nH]n2c1=O | 1 | -10 | 1 | -4 | 1.5 | 3 | -1 | -14 | 6
COc1ccc2nc(NCc3ccccc3)[nH]c2c1 | 3 | -2 | -4 | 6 | 0.85 | 14 | 0 | 9 | 0
O=C1CCCN1CC(O)CS(=O)(=O)c1ccc(Cl)cc1 (stereo not given) | 1 | -4 | -7 | 17 | -0.72 | 23 | 4 | -9 | 8
CCOC(=O)c1[nH]c(C)c(C(=O)OCC(=O)N2CCCCC2C)c1C (stereo not given) | -2 | 3 | -2 | -10 | -0.24 | -8 | -3 | -7 | -5
COc1ccccc1NC(=S)NNC(=O)c1c(Cl)c(C)nn1C | -3 | 3 | -4 | 31 | 1.6 | 46 | -8 | -13 | -1
O=C(CN1C(=O)/C(=C/c2ccccc2)SC1=S)Nc1ncc(Cc2ccccc2)s1 | 12 | -12 | -1 | 15 | -1.8 | 11 | 4 | -7 | 13
Cc1nn(-c2ccccc2)c2c1C1(C(=O)N3c4c(cccc41)C(C)CC3(C)C)C(C#N)=C(N)O2 (stereo not given) | 7 | -8 | 1 | 3 | -2.2 | -7 | 1 | 0 | 10
CC1(C(=O)NC(=S)N(CCC#N)c2ccccc2)CC1(Cl)Cl (stereo not given) | 5 | -9 | -2 | 4 | 1.6 | 17 | 10 | -8 | 7
O=C(CNC(=O)c1ccc([N+](=O)[O-])cc1)c1ccccc1 | 0 | -2 | 8 | -5 | 0.77 | -18 | 9 | -2 | 6
CC(C)Oc1ccc(CNC(=O)CC(c2ccccc2)c2cc(Cl)ccc2O)cc1 (stereo not given) | 6 | 5 | -4 | -11 | -2.6 | -4 | -6 | 8 | -2
CCC(C(=O)NC1CCCC1)N(C(=O)Cn1nnc(-c2ccc(C)o2)n1)c1cnc2ccccc2c1 (stereo not given) | 3 | 0 | 5 | . | 3.4 | 9 | -1 | -14 | -2
COc1cccc(C2C(C(=O)Nc3cccnc3)=C(C)Nc3nnnn32)c1OC (stereo not given) | 2 | 1 | -1 | 0 | -0.16 | -13 | -2 | -4 | -4
Fc1ccc(N2CCN(C(c3cccs3)c3nnnn3CCc3ccccc3)CC2)cc1 (stereo not given) | 10 | -16 | 2 | -23 | -2.1 | 5 | -5 | -7 | 16
CS(=O)(=O)N(Cc1ccccc1)c1ccccc1C(=O)Nc1ccccc1C(=O)NCc1ccco1 | 11 | 1 | -2 | -8 | -0.42 | 27 | -2 | -6 | -1
CCOC(=O)c1cc2c3ccccc3n(CC)c2nc1N | -3 | -4 | -5 | -1 | 0.7 | 21 | -13 | -6 | 2
CSc1[nH]c(=O)c(C(=O)O)cc1C#N | 9 | 3 | -1 | 11 | -0.24 | 14 | 1 | -22 | -1
O=C(CSc1nc2ccsc2c(=O)n1Cc1ccccc1)NCc1ccco1 | 8 | -4 | 0 | -14 | -1.3 | 2 | 0 | -1 | 1
Clc1ccc(Cn2ncc3c(NCc4ccccc4)ncnc32)cc1 | 17 | 5 | 1 | . | -1.9 | 33 | 6 | 11 | -4
COc1ccc(-c2nc3cccc(C)n3c2NCc2ccco2)cc1OC | -2 | -12 | 5 | -5 | 0.44 | -12 | -2 | -18 | 10
COc1ccc(/C=C/C(=O)Nc2c(C)nn(C)c2C)cc1COc1ccc(Cl)cc1Br | 1 | -10 | 16 | 0 | -0.03 | 7 | -2 | -6 | 15
CCOc1ccc(N2CC(C(=O)Oc3ccccc3)CC2=O)cc1 (stereo not given) | 1 | -1 | -1 | . | 0.04 | -33 | 0 | -5 | 2

Arranged by SMILES length (high to low): some entries from above.
SMILES | HIV Rev-RRE inh | LYP act | FAK blocker | cytoskel mod | PTK2B oligo ant | Plk1 PBD FP | EphB4 antag | PLK1 inh | PTPN22 inh 2
CC1(C(=O)NC(=S)N(CCC#N)c2ccccc2)CC1(Cl)Cl (stereo not given) | 5 | -9 | -2 | 4 | 1.6 | 17 | 10 | -8 | 7
CCOc1ccc(N2CC(C(=O)Oc3ccccc3)CC2=O)cc1 (stereo not given) | 1 | -1 | -1 | . | 0.04 | -33 | 0 | -5 | 2
CSc1[nH]c(=O)c(C(=O)O)cc1C#N | 9 | 3 | -1 | 11 | -0.24 | 14 | 1 | -22 | -1

(listing goes on)
SMILES | HIV Rev-RRE inh | LYP act | FAK blocker | cytoskel mod | PTK2B oligo ant | Plk1 PBD FP | EphB4 antag | PLK1 inh | PTPN22 inh 2
O=S(=O)(c1ccccc1)N1c2cc(Cl)ccc2Oc2nc3ccccc3nc21 | 9 | -8 | -2 | 0 | -0.75 | -4 | -3 | -10 | 9
CC1CCc2nn(CC(=O)NCc3ccc(F)cc3)cc2C1 (stereo not given) | 3 | -5 | 0 | -7 | . | -9 | -2 | -9 | 2
Cc1onc(-c2c(F)cccc2Cl)c1C(=O)NCCc1ccc(S(N)(=O)=O)cc1 | 9 | 1 | -1 | 18 | -0.32 | 15 | 4 | -3 | -2
CCN(C(=O)c1ccnc(C(C)(C)C)c1)c1ccccc1 | 4 | -5 | 0 | 1 | 0.83 | 0 | 6 | -4 | 4
CC1CCCCC1NC1=NCCS1 (stereo not given) | 4 | -5 | 0 | -21 | -0.14 | 10 | 4 | -5 | 6
CCOc1cc(C2C(C#N)=C(N)SC(N)=C2C#N)ccc1OCCN1CCOCC1 | 75* | 3 | -6 | 0 | 0.14 | -90 | 9 | 3 | -7
O=C(Cn1c(C(F)(F)F)nc2ccccc21)c1ccc(F)cc1 | 2 | -2 | -1 | 17 | 0.43 | -1 | 2 | -12 | 5
CN(C)c1ccc(NC(=O)c2cccc(N3C(=O)C4C5C=CC(C5)C4C3=O)c2)cc1 (stereo not given) | -5 | 3 | -4 | 2 | -0.02 | -5 | 0 | 2 | -6
CCc1cc2c(NCC3CCCO3)nc(C)nc2s1 (stereo not given) | 5 | 13 | -1 | 2 | -0.05 | 15 | -9 | -12 | -14
Cc1ccc(S(=O)(=O)NCCC(=O)O)cc1 | 5 | -3 | 0 | -8 | 1.5 | -18 | -5 | -6 | 6
CCCCNC(=O)C1CC(c2ccccc2[N+](=O)[O-])=NO1 (stereo not given) | 2 | 1 | -1 | -9 | . | 25 | 5 | -4 | 2
N#CCSc1nnc(COc2cccc3ccccc23)n1-c1cccc(Cl)c1 | 2 | -3 | 5 | 14 | -0.86 | 14 | -5 | -12 | 3
